# sPLA2-III inh: Blocks human group III sPLA2 activity | Q9NZ20 | QFRET BODIPY PC-A2 liposome hydrolysis, fluorescence | inhibition, % at 12.2 µM | 0.56% of 370,000 active | AID 743126;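 active = inhibition above mean plus 3 SD of compounds lying within the high and low control bounds, cut at about 19% in these data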;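 note: 0% = median of test compound wells and 100% = no enzyme DMSO wells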
# GC-B act: GC-B (human) receptor activation | HEK293-GC-B cells, CNP EC30, cGMP TR-FRET; 0% at EC30 CNP, 100% saturating CNP | activation, % at 10 µM | 0.11% of 370,000 active | AID 1920062;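 active = activation at 10 µM reaching about 35% in either raw or pattern-adjusted values, limit read from the data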
# DDE Tn6 FP inh: disrupts Tn6 cyclic peptide binding to fibrin D-Dimer-E complex; 0.21% of 370,000 active; P02675; inhibition, % at 8.3 µM; Fibrin DD(E) TRITC-Tn6 fluorescence polarization displacement;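 active = inhibition above a per-campaign cutoff: mean of compounds within control limits plus 3 SD, cut at about 15% in these data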;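 note: 0% = median of all compound wells on the plate and 100% = blocking peptide control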
# GAA850 FXN act: frataxin GAA850 promoter activation. HEK293 lucGAA850 FXN promoter luciferase reporter, 24 h; percent of 10 µM SAHA response. activation, % at 6 µM. 0.56% of 360,000 active;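 active = activation above the average of all compounds screened plus 3 SD, cutoff fixed separately per campaign, cut at about 7.5% in these data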;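 note: 0% = DMSO wells and 100% = 10 µM SAHA wells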
# ARFGAP1 inhibitor: inhibits rat ARF GTPase activating protein 1 | Arfgap1-stimulated ARF1 GTP hydrolysis, GDP FP detection | AID 651572 | inhibition, % at 16.5 µM | Q62848 | 0.26% of 360,000 active;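 active = inhibition above a per-plate limit, mean inhibition of low control wells plus 3 SD, cut at about 25% in these data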;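 note: 0% = DMSO wells with enzyme and 100% = wells lacking Arfgap1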
# Target sequence (Q62848 1-136 limits assumed): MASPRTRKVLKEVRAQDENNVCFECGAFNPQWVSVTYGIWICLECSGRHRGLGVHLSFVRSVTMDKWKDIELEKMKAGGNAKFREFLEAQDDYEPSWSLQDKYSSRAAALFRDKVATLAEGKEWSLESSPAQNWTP
#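 Assay system: purified rat His6-Arfgap1 residues 1-136 (GAP domain); Reagent: human Δ17 ARF1 bound to GTP; Dosing: 16.5 µM single point, 1.26% DMSO; Times: GTP hydrolysis reaction 2 h at 25 °C; Signal: FP, GDP Alexa 633 tracer displaced from anti-GDP antibody, 620/688 nm; Measure: % inhibition from polarization.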
# ADAM10 inh: inhibits human ADAM10. recombinant ADAM10, EDANS/DABCYL FRET peptide cleavage, 3 h. 0.62% of 370,000 active. AID 720582. inhibition, % at 7 µM. O14672;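 active = inhibition above a per-campaign cutoff equal to the mean of compounds falling between control-based bounds plus 3 SD, cut at about 20% in these data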;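 note: 0% = DMSO wells while the 100% control is not disclosed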
# Target sequence (O14672 214-748 limits assumed): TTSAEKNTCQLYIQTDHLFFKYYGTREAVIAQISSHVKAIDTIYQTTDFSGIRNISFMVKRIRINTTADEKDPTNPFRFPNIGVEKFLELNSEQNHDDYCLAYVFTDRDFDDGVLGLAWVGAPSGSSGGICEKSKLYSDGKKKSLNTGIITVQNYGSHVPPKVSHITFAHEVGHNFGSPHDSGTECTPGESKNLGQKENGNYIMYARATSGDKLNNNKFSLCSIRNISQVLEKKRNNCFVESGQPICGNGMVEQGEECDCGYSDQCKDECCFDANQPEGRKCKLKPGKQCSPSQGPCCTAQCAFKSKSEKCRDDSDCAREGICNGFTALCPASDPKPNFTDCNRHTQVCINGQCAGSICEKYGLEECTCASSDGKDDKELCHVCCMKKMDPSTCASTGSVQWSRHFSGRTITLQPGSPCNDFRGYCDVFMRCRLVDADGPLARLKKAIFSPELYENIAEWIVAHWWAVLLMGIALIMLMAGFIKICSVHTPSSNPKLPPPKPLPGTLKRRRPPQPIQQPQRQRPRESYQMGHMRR
# rCAG binder: binds r(CAG) RNA repeats | inhibition, % at 3 µM | r(CAG) RNA repeat, TO-PRO-1 dye displacement fluorescence | 1.3% of 370,000 active | AID 651821;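 active = inhibition above the plate cutoff, the mean of all test compounds on that plate plus 3 SD, cut at about 35% in these data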;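 note: 0% = DMSO alone and 100% = 100 µM mitoxantrone as full dye displacement; higher means more dye released from RNA so lower well fluorescence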
# NPR1 activator: GC-A (human) enzyme activation. HEK293 GC-A cells, cGMP TR-FRET, EC30 ANP; 0% at EC30 ANP, 100% saturating ANP. activation, % at 10 µM. 0.14% of 370,000 active; in the data active = activation above about 40%
# ASAP1 inh: ASAP1 ArfGAP inhibition; Q9ULH1; ASAP1-stimulated ARF1 GTP hydrolysis, GDP FP detection; inhibition, % at 16.5 µM; 0.19% of 360,000 active; AID 624377; in the data active = inhibition above about 25%;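 note: 0% = vehicle with enzyme and substrate and 100% = no enzyme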
# KLK7 zymogen act: proKLK7 (human) activation, primary screen. P49862. purified proKLK7, EDANS-DABCYL substrate fluorescence; 100% is mature enzyme control, 0% vehicle. activation, % at 7 µM. 0.9% of 370,000 active. AID 652039;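 active = activation above the mean of all tested compounds plus 3 SD, computed per campaign excluding outliers beyond control limits, cut at about 13% in these data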
# Target sequence (P49862 whole entry, looked up): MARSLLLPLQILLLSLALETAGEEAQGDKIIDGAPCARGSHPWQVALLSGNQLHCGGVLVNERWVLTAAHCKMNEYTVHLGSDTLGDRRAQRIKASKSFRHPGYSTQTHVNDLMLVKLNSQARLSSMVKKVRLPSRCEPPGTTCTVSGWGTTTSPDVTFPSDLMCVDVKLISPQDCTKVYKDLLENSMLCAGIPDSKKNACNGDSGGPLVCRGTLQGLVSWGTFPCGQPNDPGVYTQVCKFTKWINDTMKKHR
# Active calls of the source: *; nt = no result given. Rows are unselected; about 4.5% have a hit in one of these screens.
SMILES,sPLA2-III inh,GC-B act,DDE Tn6 FP inh,GAA850 FXN act,ARFGAP1 inhibitor,ADAM10 inh,rCAG binder,NPR1 activator,ASAP1 inh,KLK7 zymogen act
COc1ccc2[nH]c3nc(SCc4nnc(-c5ccccc5)o4)nnc3c2c1,-5,10,7,-1.3,9,-1,7,6,0,-0.1
CC(C)Oc1ccc(C(=O)NC(=S)Nc2ccc(Cl)c(C(=O)O)c2)cc1,7,-4,-7,1.0,14,-19,3,-1,-1,-0.5
Cc1ccc2nc(C3CCN(S(=O)(=O)c4ccc5ccccc5c4)CC3)[nH]c2c1,-40,-8,10,-3.2,2,26*,5,-24,16,1.0
Nc1ncnc(Nc2ccc(F)c(Cl)c2)n1,5,4,-7,2.4,8,8,1,-3,-8,0.2
Cc1ccc(NC(=O)c2ccc(OCC3CCCO3)cc2)cc1Cl (stereo not given),0,1,-7,-0.5,4,-11,2,4,-5,0.5
O=C(COc1ccc(Cl)cc1Br)NC1CC1,17,-2,2,2.8,0,-25,1,0,-9,0.4
CC1=C(C(=O)OC(C)C)C(c2ccc(Cl)cc2)n2c(s/c(=C\c3ccc(OCC(=O)O)cc3)c2=O)=N1 (stereo not given),-7,-10,4,1.3,0,-5,27,-11,-7,-0.1
O=C(c1cc(Cl)cc(Cl)c1)N1CC[C@H]2[C@H](CCCN2Cc2ccccc2)C1,-2,-2,6,nt,nt,-5,2,1,nt,0.1
CCOC(=O)C1(CCOc2ccccc2)CCN(Cc2cc(OC)c(O)c(OC)c2)CC1,-21,-7,-1,-4.2,1,-2,-6,-6,-3,0.2
CCn1c(Cc2ccccc2)nnc1SCC(=O)Nc1nccs1,-5,7,-3,0.9,7,3,-2,-1,4,0.5
C#Cc1ccc([C@@H]2C=C(C(=O)N3CCN(Cc4ccc5c(c4)OCO5)CC3)O[C@H](OCC)[C@H]2CCCO)cc1,-11,5,-1,1.2,1,2,-3,4,17,0.1
CCC(C(=O)OC(C)C)c1ccc2ccccc2c1 (stereo not given),3,0,2,1.3,0,-1,-1,0,-1,0.1
COc1cc(OC)c(CN2CCC(Cc3ccccc3)CC2)cc1Br,-9,-5,2,-1.5,18,4,2,-23,-16,-0.1
O=C(CO/N=C/c1ccc(OC(F)F)cc1)NCc1ccco1,1,0,7,0.9,6,-1,-4,6,5,0.4
Cc1cnc(NC(=O)CC2OC(=O)c3ccccc32)s1 (stereo not given),10,-9,-2,1.6,-8,-14,3,-11,-16,0.0
Cc1nc2ccc(NC(=O)c3cc(F)cc(F)c3)cc2c(=O)[nH]1,5,-6,10,nt,nt,-43,2,2,nt,0.3
Cc1ccc(C)c(NC(=O)c2ccccc2O)c1,-10,1,4,3.3,3,-23,4,0,-15,0.1
O=C(C1CCN(S(=O)(=O)N2CCOCC2)CC1)N1CCN(c2ccccc2)CC1,6,7,-1,-0.4,-3,-8,3,7,1,-0.2
CN(C)C(/C=C/Nc1ccc(O)cc1)=C(C#N)C#N,3,-1,2,2.5,10,0,4,-2,-3,0.2
Cc1ccc(NCc2nnc(SCC(=O)c3ccccc3)o2)c(C)c1,-28,5,0,1.8,-3,9,4,0,12,0.5
CCCCNC(=O)c1ccc2c(c1)ncn2C1CCCCC1,-10,-2,-1,1.2,-8,-6,-5,-4,-10,-0.6
O=C(c1ccc([N+](=O)[O-])cc1[N+](=O)[O-])N1CCCC1,9,-1,6,0.4,-2,-3,-1,1,-13,-0.4
CCCc1cc(=O)[nH]c(SCC(=O)Nc2cc3c(cc2C(C)=O)OCO3)n1,-6,1,-2,2.4,-1,-15,2,-3,14,0.7
CN1CCc2c(OCC(=O)N3N=C(c4cccs4)CC3c3ccc(F)cc3)cccc2C1=O (stereo not given),2,3,-14,-5.2,-10,-46,11,3,12,-0.6
Clc1ccc(Cc2nc(-c3ccncc3)no2)cc1,-3,-1,7,1.6,0,1,-2,-2,-27,0.0
O=C1C(=O)N(C/C=C/c2ccccc2)c2ccccc21,11,-8,3,3.6,-6,3,-3,-17,11,-0.2
CC(=O)C1=C(O)C(=O)N(c2ccc(S(N)(=O)=O)cc2)C1c1ccccc1F (stereo not given),-7,5,1,-0.7,6,-32,3,4,-1,1.1
CCCCCCn1cc(C(=O)O)c(=O)c2cc(F)c(N3CCN(C(=O)OCC)CC3)cc21,1,8,-3,0.4,-12,-5,-1,3,-12,0.1
COc1ccc(C(O)c2nc(-c3ccncc3)cs2)cc1 (stereo not given),13,7,3,0.0,0,-3,2,1,2,0.3
CCc1nnc(NC(=O)c2ccc(Br)c(S(=O)(=O)N3CCOCC3)c2)s1,3,1,-7,-0.4,18,2,2,-3,2,-0.3
NS(=O)(=O)c1ccc(CCNC(=O)C(=O)NCC2OCCN2S(=O)(=O)c2ccc(F)cc2)cc1 (stereo not given),5,-2,0,0.4,6,5,5,3,-6,0.3
COc1cccc(C(C(=O)NCc2ccccc2)N2CCN(C(=O)C3CCCO3)CC2)c1OC (stereo not given),4,5,3,nt,13,-9,-2,2,1,-0.7
CC1CCCCN1C(=O)CSc1nnc(-c2ccc(Cl)s2)o1 (stereo not given),-3,1,5,1.6,2,-9,-7,2,1,0.3
CC(C)CC(=O)NC1(C(F)(F)F)C(=O)N(Cc2ccccc2)C2=C1C(=O)CC(C)(C)C2 (stereo not given),9,3,-3,-1.7,-2,0,-7,3,-12,-0.7
CCn1nnnc1SCC(=O)c1cc(OC)ccc1OC,-14,-2,5,1.2,-1,-3,-5,1,10,0.5
C[C@@H]1CN([C@@H](C)CO)C(=O)c2cccc(NC(=O)C3CCCCC3)c2O[C@@H]1CN(C)C(=O)NC1CCCCC1,-9,-1,0,-7.3,-8,-7,-4,4,-3,0.9
CN(C)S(=O)(=O)c1ccc(Cl)c(C(=O)Nc2cccc([N+](=O)[O-])c2)c1,-8,0,0,-0.7,-2,12,5,2,-2,0.4
CCn1c(=O)c(C(=O)NCc2ccc(Cl)cc2)c(O)c2ccccc21,14,2,5,0.3,-11,6,-1,2,-13,-0.2
CC(=O)Nc1cccc(-c2ccnc3c2CC(C(=O)NCc2ccc(N4CCN(C)CC4)cc2)O3)c1 (stereo not given),1,1,7,-0.1,10,-2,-1,2,1,0.0
CC1CCCC(C)N1C(=O)COC(=O)c1cc(S(=O)(=O)N2CCOCC2)ccc1Cl (stereo not given),5,2,2,1.5,13,-9,-6,3,-1,0.6

# Looked up above.
# Result for NS(=O)(=O)c1ccc(CCNC(=O)C(=O)NCC2OCCN2S(=O)(=O)c2ccc(F)cc2)cc1 (stereo not given) under ARFGAP1 inhibitor: 6
# Result for CCn1nnnc1SCC(=O)c1cc(OC)ccc1OC under rCAG binder: -5

# Next section.
SMILES,sPLA2-III inh,GC-B act,DDE Tn6 FP inh,GAA850 FXN act,ARFGAP1 inhibitor,ADAM10 inh,rCAG binder,NPR1 activator,ASAP1 inh,KLK7 zymogen act
O=C(c1ccc(CNS(=O)(=O)c2cccc(C(F)(F)F)c2)cc1)N1CCOCC1,-7,-5,-1,1.2,-8,1,-4,3,13,0.1
C=CCn1c(SCC(=O)O)nc2sc(CC)cc2c1=O,4,3,-4,0.6,-12,2,-1,-1,-10,-0.8
O=C(Nc1ccc(NC(=O)c2ccccc2O)cc1)Nc1ccc(F)cc1F,-4,-1,-4,-1.1,11,-73,6,0,-8,31*
CCN(CCCNC(=O)CCn1c(=S)[nH]c2cc3c(cc2c1=O)OCO3)c1cccc(C)c1,11,-4,-2,2.4,-16,2,9,-7,-6,0.1
Cc1[nH]c2ccccc2c1C(=O)CSc1ccccn1,-20,-2,-5,3.2,2,1,-1,1,3,0.6
CN(C)c1ccc(-c2csc(C(C)(O)c3cccc(F)c3)n2)cc1 (stereo not given),-3,0,-1,2.1,9,6,7,0,-6,0.0
COCC(C)NC(=O)c1cc(OC)cc(OC)c1 (stereo not given),-1,4,4,0.9,-2,5,0,3,-3,0.1
O=C(Nc1ccccc1N1CCCCC1)c1ccco1,6,-3,3,1.2,1,4,-1,-2,-4,-0.1
C=CCC[C@H](Cc1ccc(F)cc1)C(=O)OC[C@@H](Cc1c[nH]c2ccccc12)NC(=O)[C@@H](CC=C)CC(=O)N[C@@H](CO)Cc1ccccc1,-72,-11,0,-9.1,15,22*,7,-4,3,0.9
Cc1ccccc1-n1c(=O)cc(N2CCc3ccccc32)[nH]c1=O,-7,-1,4,-1.4,25*,-181,12,6,-5,1.3
CCC(C)NC(=O)CN(c1cc(Cl)ccc1OC)S(C)(=O)=O (stereo not given),2,0,-1,-1.4,1,3,-3,0,-18,0.5
COc1ccc(NC(=O)c2ccccc2NC(=O)C2CCCO2)cc1 (stereo not given),3,4,3,1.1,12,6,-4,-2,-6,0.7
CC(c1ccccc1)N1CC(C(=O)N2CCCC(C(N)=O)C2)CC1=O (stereo not given),-3,-3,-3,-0.8,-10,-1,1,0,2,0.1

# Among those listed so far, these contain four or more nitrogen atoms.
SMILES,sPLA2-III inh,GC-B act,DDE Tn6 FP inh,GAA850 FXN act,ARFGAP1 inhibitor,ADAM10 inh,rCAG binder,NPR1 activator,ASAP1 inh,KLK7 zymogen act
COc1ccc2[nH]c3nc(SCc4nnc(-c5ccccc5)o4)nnc3c2c1,-5,10,7,-1.3,9,-1,7,6,0,-0.1
Nc1ncnc(Nc2ccc(F)c(Cl)c2)n1,5,4,-7,2.4,8,8,1,-3,-8,0.2
CCn1c(Cc2ccccc2)nnc1SCC(=O)Nc1nccs1,-5,7,-3,0.9,7,3,-2,-1,4,0.5
O=C(C1CCN(S(=O)(=O)N2CCOCC2)CC1)N1CCN(c2ccccc2)CC1,6,7,-1,-0.4,-3,-8,3,7,1,-0.2
CN(C)C(/C=C/Nc1ccc(O)cc1)=C(C#N)C#N,3,-1,2,2.5,10,0,4,-2,-3,0.2
CCc1nnc(NC(=O)c2ccc(Br)c(S(=O)(=O)N3CCOCC3)c2)s1,3,1,-7,-0.4,18,2,2,-3,2,-0.3
NS(=O)(=O)c1ccc(CCNC(=O)C(=O)NCC2OCCN2S(=O)(=O)c2ccc(F)cc2)cc1 (stereo not given),5,-2,0,0.4,6,5,5,3,-6,0.3
CCn1nnnc1SCC(=O)c1cc(OC)ccc1OC,-14,-2,5,1.2,-1,-3,-5,1,10,0.5
C[C@@H]1CN([C@@H](C)CO)C(=O)c2cccc(NC(=O)C3CCCCC3)c2O[C@@H]1CN(C)C(=O)NC1CCCCC1,-9,-1,0,-7.3,-8,-7,-4,4,-3,0.9
CC(=O)Nc1cccc(-c2ccnc3c2CC(C(=O)NCc2ccc(N4CCN(C)CC4)cc2)O3)c1 (stereo not given),1,1,7,-0.1,10,-2,-1,2,1,0.0
CCN(CCCNC(=O)CCn1c(=S)[nH]c2cc3c(cc2c1=O)OCO3)c1cccc(C)c1,11,-4,-2,2.4,-16,2,9,-7,-6,0.1
